Assay outcomes deposited in PubChem by Broad Institute.
ERp5 inh – ERp5 (human) disulfide isomerase inhibition; Q15084; ERp5 insulin aggregation, absorbance 650 nm, 90 min; inhibition, % at 9.99 µM; 0.05% of 350,000 active; AID 651711;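 active means mean replicate inhibition above about 25%, with every replicate also reaching it, limit read from the data, passing the limit was not always enough; inconclusive means only one of those two criteria met; inactive means neither criterion met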
C2C12 statin – protects C2C12 myotubes from simvastatin toxicity | ATP luminescence, 48 h; scaled: DMSO 0, geranylgeraniol control 100 | rescue of ATP level, % at 7.49 µM | 0.78% of 330,000 active;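 active means mean ATP rescue above about 67%, or every replicate alone reaching that limit, limit read from the data, passing the limit was not always enough; inconclusive means no clear call, values can overlap the other calls; inactive means mean under the limit and some replicate under it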;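 further: myotubes were challenged with 10 µM simvastatin during compound exposure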
S100A4 inh HTS – inhibitors of human S100A4 binding to myosin IIA peptide. S100A4/TAMRA-MyoIIA peptide fluorescence polarization. inhibition, % at 10.7 µM. 0.14% of 360,000 active. AID 652163;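 active means mean inhibition of at least 70% across replicates, with every replicate also reaching that level; inconclusive means mean inhibition reaches 70% but some replicates fall short; inactive means mean inhibition below 70%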
Target sequence (P26447 whole entry, looked up): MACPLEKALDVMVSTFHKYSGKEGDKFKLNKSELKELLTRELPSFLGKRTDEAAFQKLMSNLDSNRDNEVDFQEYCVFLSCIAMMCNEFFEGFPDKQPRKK
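System – human S100A4 monomer protein, biochemical binding assay · Buffer or medium – Calcium-containing HEPES buffer, pH 7.2 · Timing – 5 min between mix addition and reading · Also added – TAMRA-labelled myosin IIA heavy-chain peptide probe, 5 nM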
SIRT5 block – blocks human SIRT5 desuccinylation of peptide; 1.1% of 330,000 active; Purified SirT5, succinyl-peptide AMC, trypsin-coupled fluorescence; Q9NXA8; inhibition, % at 15 µM; in the data active means inhibition above about 15%; inconclusive means no clear call, values can overlap the other calls
Target sequence (Q9NXA8 whole entry, looked up): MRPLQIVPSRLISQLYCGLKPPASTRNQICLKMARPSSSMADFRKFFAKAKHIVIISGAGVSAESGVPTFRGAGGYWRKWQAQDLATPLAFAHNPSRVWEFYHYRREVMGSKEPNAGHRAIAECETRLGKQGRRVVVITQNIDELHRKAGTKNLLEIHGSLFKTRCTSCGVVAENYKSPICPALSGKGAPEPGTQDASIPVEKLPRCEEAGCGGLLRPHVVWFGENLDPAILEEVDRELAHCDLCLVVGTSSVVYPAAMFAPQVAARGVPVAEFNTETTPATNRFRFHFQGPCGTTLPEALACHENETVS
PglD DTNB – inhibitors of Campylobacter jejuni PglD acetyltransferase | 0.098% of 360,000 active | inhibition, % at 12.5 µM | purified PglD enzyme, DTNB colorimetric CoA detection; in the data active means inhibition above about 16%, passing the limit was not always enough; inconclusive means no clear call, values can overlap the other calls; further: strong numbers were not always called active
E-sel inducer – E-selectin induction on HUVECs. HUVEC E-selectin immunofluorescence imaging; normalized: neutral wells 0, TNF-alpha wells 100. 0.37% of 260,000 active. activation, % at 7.58 µM;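 active means mean E-selectin-positive cell signal at least 10% of the positive control, reached in at least 60% of replicates, without over 20% cell loss; inconclusive means no rule given, readout overlaps actives, possibly toxicity-flagged; inactive means the rest, including those meeting only one limit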;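 further: in these data hits start at about 27%; measured in HUVEC primary endothelial cells; signal is the percent of cells scored E-selectin positive by PE staining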
Target sequence (P16581 whole entry, looked up): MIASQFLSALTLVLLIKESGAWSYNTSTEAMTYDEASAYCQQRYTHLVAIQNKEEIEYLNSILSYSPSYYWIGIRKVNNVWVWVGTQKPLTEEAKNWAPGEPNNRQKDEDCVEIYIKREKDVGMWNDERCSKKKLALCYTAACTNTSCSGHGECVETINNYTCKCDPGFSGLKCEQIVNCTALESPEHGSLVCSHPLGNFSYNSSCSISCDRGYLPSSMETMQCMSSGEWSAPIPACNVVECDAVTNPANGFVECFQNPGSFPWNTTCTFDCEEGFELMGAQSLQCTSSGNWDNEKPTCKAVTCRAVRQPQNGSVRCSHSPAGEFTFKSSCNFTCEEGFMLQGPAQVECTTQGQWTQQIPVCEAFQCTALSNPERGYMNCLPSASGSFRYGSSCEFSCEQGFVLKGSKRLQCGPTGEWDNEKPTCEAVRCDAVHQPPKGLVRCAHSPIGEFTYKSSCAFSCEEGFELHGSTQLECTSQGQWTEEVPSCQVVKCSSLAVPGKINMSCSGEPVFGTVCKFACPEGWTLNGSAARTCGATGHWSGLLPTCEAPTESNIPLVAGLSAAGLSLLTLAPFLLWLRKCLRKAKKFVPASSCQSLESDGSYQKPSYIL
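Test system: HUVEC | Signal: Immunofluorescence imaging | Read-out: Percent E-selectin-positive cells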
DENV2 CPE – DENV2-induced cell death inhibition. CPE inhibition, % at 9.99 µM. DENV2-infected cells, cytopathic effect rescue, plate reader. AID 651640. 1.7% of 350,000 active; in the data active means CPE inhibition above about 20%, passing the limit was not always enough; inconclusive means no clear call, values can overlap the other calls; tested in BHK-21 cells;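 further: 0% = median of neutral control wells and 100% = median of positive control wells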
Active calls of the source: *; ? = inconclusive; / = not tested or not shown. Only part of the results is shown; the hit share may differ from the screen's.

SMILES | ERp5 inh | C2C12 statin | S100A4 inh HTS | SIRT5 block | PglD DTNB | E-sel inducer | DENV2 CPE
CCOC(=O)C1CCN(S(=O)(=O)C(F)(F)c2nc3ccccc3s2)CC1 | 5 | -20 | -1 | -4 | 2 | / | -4
CC1CCC(NS(=O)(=O)c2ccc(N3CCCC3=O)cc2)CC1 (configuration not stated) | -2 | -9 | 3 | 1 | -7 | / | 2
CC(=O)Nc1cc(-c2ccc(C(=O)NC3CC3)cc2)cn2c(-c3cccc(C(F)(F)F)c3)cnc12 | 3 | -7 | -3 | -5 | -2 | 0.2 | 38*
CN1C[C@@H]2[C@H](c3ccccc31)[C@H](CO)N2C(=O)Nc1cccc(F)c1 | 3 | 13 | 1 | 0 | 2 | -0.4 | 0
COc1cccc(CN2[C@H](CO)[C@@H](c3ccccc3)C23CN(C(=O)C2CCOCC2)C3)c1 | 3 | / | 1 | -1 | / | -0.1 | -10
Cc1nnnn1/C(=C\c1ccccc1)C(=O)OCC(=O)Nc1cccc(S(=O)(=O)N(C)C)c1 | 0 | 12 | -1 | 1 | 2 | 0.9 | -10
COc1ccc(-c2nc3c(C)cc(Br)cn3c2Cc2ccccc2C(F)(F)F)cc1OC | 5 | / | -2 | 9 | / | 0.1 | -4
O=c1nc2s/c(=C\c3ccc(-c4ccccc4[N+](=O)[O-])o3)c(=O)n2nc1-c1ccccc1 | 2 | 14 | -8 | -1 | / | -0.8 | -1
Cc1ccccc1CN1C(=O)c2ccccc2S1(=O)=O | 0 | 6 | -9 | 0 | -11 | 0.4 | -2
C/C(=N/NS(=O)(=O)c1ccc(Br)cc1)c1ccc(C)o1 | 4 | / | 0 | -2 | / | 0.4 | -3
CC1(C)O[C@@H]2[C@H](O1)[C@@H](CO)O[C@H]2n1ccc(=O)[nH]c1=O | 1 | 2 | 7 | / | -10 | -0.4 | /
COc1cccc(NS(=O)(=O)c2ccc3c(c2)NC(=O)C(C)S3)c1 (configuration not stated) | 0 | / | -8 | -2 | / | -0.1 | -5
C[C@@H]1CN([C@H](C)CO)C(=O)Cc2cc(NC(=O)Cc3ccccc3)ccc2O[C@H]1CN(C)C(=O)Nc1ccc(F)cc1 | 10 | -4 | 4 | -5 | 3 | -2.9 | ?
COc1ccc(NC(=O)C2(C)CCN2CCOc2ccc(C)cc2)cc1OC (configuration not stated) | 2 | 0 | -4 | / | 13 | -0.1 | ?
CCC1(C)Cc2ccccc2C(=O)N1 (configuration not stated) | 4 | 0 | -2 | -1 | 5 | 4.0 | -4
CCOc1ccccc1NC(=O)Nc1ccc2c(c1)OCO2 | 4 | / | ? | 3 | -2 | 0.0 | 5
CC1CCN(C(=O)C2CCN(S(=O)(=O)c3cccc4cccnc34)CC2)CC1 | -21 | -8 | -2 | 1 | -2 | / | 3
S=C(NCCc1cnc[nH]1)NC1CCCC1 | 0 | / | 2 | 1 | / | 3.6 | 1
Cc1ccccc1NC(=O)Cc1nc(COC(=O)c2ccccn2)cs1 | 2 | 3 | -1 | -12 | -3 | -2.1 | -7
CCOc1ccc(Cn2nnc(C(=O)NCCc3ccc(Cl)cc3)c2N)cc1 | 4 | 4 | -1 | / | 1 | -0.1 | -1
O=C(C1CCC1)N1CC2(C1)[C@@H](c1ccccc1)[C@@H](CO)N2C(=O)NC1CCCC1 | -3 | / | -58 | 0 | / | 0.0 | 31*
CSc1nc2ccc(NC(=O)c3c(F)cccc3F)cc2s1 | 0 | -25 | 1 | -2 | -4 | 3.0 | -2
CCOC(=O)C1=CCN(S(=O)(=O)c2ccccc2F)C1c1ccc(C)cc1 (configuration not stated) | 1 | -6 | -6 | -2 | 2 | -0.2 | 3
CC(=O)N1CC(C)Oc2ccc(S(=O)(=O)NC(CC(=O)O)c3cc(C)ccc3C)cc21 (configuration not stated) | -4 | 6 | 2 | -3 | 5 | / | 6
COc1ccc(CCNC(=O)C2CCC(=O)N2CCc2ccccc2)cc1OC (configuration not stated) | -7 | 4 | -4 | -4 | / | 6.0 | -3
Cc1c(Cl)cccc1NC(=O)Cn1nc(C)n2cccc2c1=O | 3 | 5 | -3 | -3 | -2 | -0.8 | 3
Cc1ccc(C(=O)O)cc1N1CCCC1=O | -12 | / | -1 | -2 | / | -0.1 | -5
CN(CC(=O)NCc1ccc(F)cc1)S(=O)(=O)c1ccc2c(c1)c(=O)n(C)c(=O)n2C | 1 | 0 | 2 | -2 | -1 | / | 4
O=C(C1CCOCC1)N1CCCC(N2CCN(c3cccc(C(F)(F)F)c3)CC2)C1 (configuration not stated) | 1 | 4 | 2 | 1 | -1 | / | 4
O=C(c1ccc(F)cc1)N1CC(=O)N2[C@H](C1)[C@@H](c1ccc(-c3ccccc3)cc1)[C@@H]2CO | 1 | / | -6 | -1 | / | 0.3 | 8
CCOC(=O)C1(C)CCCCCN1C(=O)c1ccc(C(=O)OC)cc1 (configuration not stated) | 6 | -14 | -7 | / | 5 | -0.1 | -4
OCC(O)C(O)C(O)c1cnn(-c2ccccc2)n1 (configuration not stated) | 6 | 1 | 21 | / | / | -0.2 | 5
C[C@H]1CN([C@@H](C)CO)S(=O)(=O)c2ccc(C#CC(C)(C)O)cc2O[C@H]1CN(C)C(=O)C1CCCCC1 | -6 | 1 | -22 | 1 | 1 | 0.9 | -2
COc1ccccc1S(=O)(=O)N1CC[C@@H]2[C@H]1c1cc(-c3ccccc3F)ccc1N(C)[C@H]2CO | / | -15 | / | / | -1 | -0.2 | -6
COc1cc(/C=C/C(=O)O)cc(S(=O)(=O)NNC(=O)c2ccc3c(c2)OCO3)c1OC | 3 | 5 | -1 | 2 | 4 | 0.0 | 11
C[C@@H]1CN([C@H](C)CO)C(=O)c2cc(NC(=O)c3ccccc3)ccc2O[C@@H](C)CCCCO[C@@H]1CN(C)Cc1ccc(Cl)c(Cl)c1 | 0 | / | 1 | 3 | -2 | 0.5 | -14
COc1cc(OC)c(OC)cc1/C=C1/Cc2ccccc2C1=O | -1 | 2 | -4 | -5 | 3 | / | -2
COc1ccc(-c2cc(=O)oc3c(C)c(OC(=O)c4cccs4)ccc23)cc1 | 4 | 3 | -18 | -8 | -1 | 0.8 | /
CCCNC(=O)Nc1ccc2c(c1)C(=O)N(C)C[C@@H](OC)[C@@H](C)CN(Cc1cncnc1)[C@H](C)CO2 | -3 | 13 | 1 | -3 | 0 | -0.1 | /
OCCCNc1ncnc2c1ncn2[C@H]1CN(Cc2ccc(Cl)cc2)C[C@@H](CO)O1 | 1 | -2 | 3 | / | 3 | -0.2 | 8
CC1CCN(C(=O)c2ccc(N3C(=O)c4ccccc4C3=O)cc2)CC1 | 2 | 3 | 2 | -2 | -5 | 0.0 | -2
NC1=NC(=O)/C(=C/c2cn(CCC(=O)O)nc2-c2ccc(Cl)cc2)S1 | 2 | / | -2 | 3 | / | -0.3 | 2
C/C=C/c1ccc([C@H]2[C@@H](CO)N3C(=O)CN(C(=O)NC4CCCCC4)C[C@@H]23)cc1 | 2 | / | 14 | 1 | / | 0.3 | 6
Cc1ccccc1-c1cnc2c(c1)C(=O)N([C@H](C)CO)C[C@H](C)[C@@H](CN(C)C(=O)CC1CC1)O2 | 11 | -6 | 15 | -4 | -5 | -0.4 | -9
Cc1ccccc1S(=O)(=O)N1C[C@@H](O)COC[C@@H]2O[C@@H](CC(=O)N3CCOCC3)CC[C@H]21 | 0 | -6 | -3 | 1 | 1 | -0.1 | -6
CCCNC(=O)[C@@H]1[C@@H](CO)[C@@H]2Cn3c(cccc3=O)[C@@H]2N1CC1CC1 | -4 | -3 | 6 | 8 | -3 | 0.3 | 3
COc1ccc(-c2csc(NC(=O)c3cccc(N4C(=O)CCC4=O)c3)n2)cc1OC | 4 | 3 | 0 | -1 | 5 | / | 2
COc1ccc(S(=O)(=O)N(C)C[C@H]2Oc3ccc(NS(=O)(=O)c4ccccc4)cc3CC(=O)N([C@H](C)CO)C[C@H]2C)cc1 | 8 | -39 | -2 | 1 | -2 | 0.7 | -3
CC(C)(O)[C@H](O)Cc1cc2ccc(=O)oc2cc1O[C@@H]1O[C@H](CO)[C@@H](O)[C@H](O)[C@H]1O | 6 | -7 | -5 | -1 | 0 | -0.1 | -2
O=C(COC(=O)COc1ccccc1[N+](=O)[O-])Nc1ccc2c(c1)OCO2 | -4 | -3 | -10 | -2 | 1 | -1.6 | -6
COc1ccccc1C(=O)NCC(=O)N1CCN(S(=O)(=O)c2ccc3c(c2)OCCO3)CC1 | 7 | 2 | 1 | 0 | -3 | / | -15
CCOc1ccccc1-n1nnnc1SCC(=O)OC | 2 | 9 | 1 | -1 | -2 | / | -2
CN(C)CCCCCN(C)Cc1cc2ccccc2o1 | -8 | / | 3 | 37* | / | / | -5
Cc1ccccc1-n1nnnc1SCC(=O)NC1CC1 | 0 | / | -5 | -4 | / | -0.1 | -9
CCNC(=O)C[C@@H]1CC[C@H]2[C@@H](COC[C@H](O)CN2Cc2ccncc2)O1 | -1 | 4 | -2 | -1 | 0 | 0.0 | 0
O=C(c1ccc(F)cc1)C1CCN(Cc2ccc(F)cc2)CC1 | 1 | 2 | -2 | 0 | 6 | / | ?
CCCCN(C(=O)COc1ccc(F)cc1)c1c(N)n(CC(C)C)c(=O)[nH]c1=O | 4 | 4 | -3 | / | 6 | 0.0 | ?
CC(C)C(=O)Nc1ccc2c(c1)C(=O)N(C)[C@@H]1CC[C@@H](CC(=O)NCCCN(C)C)O[C@H]1CO2 | / | 3 | / | / | -1 | 0.0 | -1
O=C(COC(=O)c1ccccc1)Nc1cccc(S(=O)(=O)N2CCCCC2)c1 | -5 | 2 | -4 | -4 | -4 | / | -9
CC(=O)OCc1ccc(C2=CC(=O)CC(C)(C)C2=O)cc1 | 4 | 2 | 2 | / | 1 | 0.2 | 1

The final 4 entries of the part before are carried over, then new ones follow:
SMILES | ERp5 inh | C2C12 statin | S100A4 inh HTS | SIRT5 block | PglD DTNB | E-sel inducer | DENV2 CPE
CCCCN(C(=O)COc1ccc(F)cc1)c1c(N)n(CC(C)C)c(=O)[nH]c1=O | 4 | 4 | -3 | / | 6 | 0.0 | ?
CC(C)C(=O)Nc1ccc2c(c1)C(=O)N(C)[C@@H]1CC[C@@H](CC(=O)NCCCN(C)C)O[C@H]1CO2 | / | 3 | / | / | -1 | 0.0 | -1
O=C(COC(=O)c1ccccc1)Nc1cccc(S(=O)(=O)N2CCCCC2)c1 | -5 | 2 | -4 | -4 | -4 | / | -9
CC(=O)OCc1ccc(C2=CC(=O)CC(C)(C)C2=O)cc1 | 4 | 2 | 2 | / | 1 | 0.2 | 1
O=C(NCCCN1CCOCC1)c1cc(-c2cccc(O)c2)on1 | -1 | -7 | -27 | 5 | -3 | / | -8
Cc1cccc(C)c1OCc1cc(C(=O)N2CCC(c3ccccc3)CC2)no1 | -2 | 4 | -7 | 1 | 6 | -0.2 | -9
O=C(NCC1CCCCC1)c1ccccc1[N+](=O)[O-] | 1 | 3 | 1 | -2 | 5 | / | 7
C[C@@H]1CN([C@H](C)CO)C(=O)c2cc(C#Cc3ccccc3)cnc2O[C@H]1CN(C)CC1CCOCC1 | 6 | 6 | 6 | -7 | 6 | 0.6 | 3
COCCCNc1c2c(nc3ccccc13)CCC2 | 4 | -6 | 0 | / | / | 0.4 | 0

Record cards (already shown). Order of values: ERp5 inh, C2C12 statin, S100A4 inh HTS, SIRT5 block, PglD DTNB, E-sel inducer, DENV2 CPE
Listed for COCCCNc1c2c(nc3ccccc13)CCC2 = 4, -6, 0, /, /, 0.4, 0
Listed for O=C(NCC1CCCCC1)c1ccccc1[N+](=O)[O-] = 1, 3, 1, -2, 5, /, 7

Marked active in SIRT5 block, of those listed so far:
mol | ERp5 inh | S100A4 inh HTS | SIRT5 block | PglD DTNB
CN(C)CCCCCN(C)Cc1cc2ccccc2o1 | -8 | 3 | 37* | /
